K1F lysis inhibition: protection from phage-mediated lysis, alamar blue read-out – E. coli UTI89, K1F phage, bacterial capsule biogenesis inhibitors (AID 488966). inhibition, % at 100 µM, or IC50 in µM where a hit was titrated. E. coli UTI89 K1F phage lysis, alamar blue, 2 h; higher % means a stronger effect. 340,000 compounds, 0.02% hits;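 active = phage lysis inhibition, versus mean bacterial control, above a set limit; inconclusive = no clear call, values can overlap the other calls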;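 also: capsule biogenesis inhibitors block K1F phage lysis so surviving cells raise fluorescence; higher fluorescence means more inhibition of phage lysis; actives were called in the ten point dose series up to 300 µM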
SIAH1 antagonists: Siah-1 peptide-binding antagonists, primary screen, biochemical, fluorescence polarization, rhodamine-plectin, uHTS (AID 1817); Siah-1 / rhodamine-plectin peptide fluorescence polarization; higher % means a stronger effect; one-dose displacement, % at 20 µM; IC50 in µM for titrated hits; 290,000 compounds, 0.02% hits;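 active = displacement of at least 50% at 20 µM, with a fluorescence ratio check between 0.3 and a set limit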;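 also: plate controls were Siah plus tracer with DMSO for no effect and tracer alone without Siah for full effect; strong numbers were not always called active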
Large T inhibition: SV40 large T antigen inhibitors, biochemical (AID 1903) | SV40 large T antigen ATPase/helicase inhibition assay; higher % means a stronger effect | inhibition, % at 20 µM; hits with a dose series show IC50 in µM | 310,000 compounds, 0.39% hits; in the data active = a potency from the dose series; inconclusive = inhibition mostly from about 32% at the one dose, without a potency; inactive = the rest, 99 in 100 with inhibition below about 32%; also: strong numbers were not always called active
RSV antiviral HEp-2: RSV antiviral activity via CPE protection, HEp-2 cells, primary 10 µM value included (AID 2391); HEp-2 cells, RSV-induced CPE inhibition; higher % means a stronger effect; one-dose CPE inhibition, % at 10 µM; IC50 in µM for titrated hits; 310,000 compounds, 0.13% hits; in the data active = a potency from the dose series; inconclusive = CPE inhibition mostly from about 23% at the one dose, without a potency; inactive = the rest, 99 in 100 with CPE inhibition below about 21%; also: strong numbers were not always called active
Rac1 GTP hydrolysis: MgcRacGAP GTPase-activating activity inhibitors, confirmation, biochemical, ADP Hunter fluorescence. MgcRacGAP-stimulated Rac1 GTP hydrolysis, ADP Hunter fluorescence; higher % means a stronger effect; GST-tagged Rac1 F28L mutant substrate. inhibition, % at 30 µM, or IC50 in µM where a hit was titrated. 340,000 compounds, 0.6% hits. AID 624330;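 active = first-screen hits whose inhibition reached a set limit at any dose in the follow-up dose series; inconclusive = inhibition above the set first-screen limit but never retested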;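 also: fluorescence reports GDP produced by GAP-driven GTP hydrolysis; strong numbers were not always called active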
AID2073: inhibitors of Mint1-CaV2.2 protein interaction, biochemical, HTRF (AID 2073); HTRF protein-protein interaction, Mint1-CaV2.2; higher % means a stronger effect; inhibition, % at 20 µM; hits with a dose series show IC50 in µM; 290,000 compounds, 0.19% hits; in the data active = inhibition mostly above about 51%, no sharp cut-off; inconclusive = no clear call, values can overlap the other calls; inactive = mostly below about 53%; also: some results filed as inactive read as strong as hits
NTR1 ag: agonists of NTR1, primary screen, imaging, U2OS cells, beta-arrestin-GFP, high content (AID 493036); P30989; 330,000 compounds, 0.17% hits; activation, % at 20 µM; NTR1-U2OS beta-arrestin-GFP spot imaging, agonist mode;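 active = activation at or above 40% of the spot to cytoplasm intensity ratio, with at least 20 cells analyzed; inconclusive = wells under 20 cells, flagged as cytotoxic or low count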;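 also: 0% = DMSO without peptide and 100% = 100 nM NTR1 peptide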
Target sequence (P30989 whole entry, looked up): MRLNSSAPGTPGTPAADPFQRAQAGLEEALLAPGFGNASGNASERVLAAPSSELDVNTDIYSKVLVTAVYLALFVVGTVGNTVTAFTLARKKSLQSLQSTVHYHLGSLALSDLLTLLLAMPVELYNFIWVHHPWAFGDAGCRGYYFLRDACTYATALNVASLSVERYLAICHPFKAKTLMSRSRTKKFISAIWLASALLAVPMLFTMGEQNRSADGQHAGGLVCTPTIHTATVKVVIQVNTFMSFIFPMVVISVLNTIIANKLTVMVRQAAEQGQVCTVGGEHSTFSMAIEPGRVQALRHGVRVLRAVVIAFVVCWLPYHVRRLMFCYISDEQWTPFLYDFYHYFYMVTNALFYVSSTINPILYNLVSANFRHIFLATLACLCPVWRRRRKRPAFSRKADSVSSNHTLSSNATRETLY
Dengue-2 NS5 capping: Dengue-2 NS5 methyltransferase inhibitors, primary screen, biochemical, confirmation dose response (AID 588689) | Dengue-2 NS5 methyltransferase capping enzyme assay, biochemical; higher % means a stronger effect | one-dose inhibition, % at 25 µM; IC50 in µM for titrated hits | 340,000 compounds, 0.3% hits; in the data active = a potency from the dose series; inconclusive = inhibition above about 29% without an active follow-up result
West Nile virus CPE: West Nile virus antiviral activity, cell-based, CPE readout (AID 1621); West Nile virus-infected cells, CPE inhibition; higher % means a stronger effect; CPE inhibition, % at 10 µM, or IC50 in µM where a hit was titrated; 290,000 compounds, 0.02% hits; in the data active = a potency from the dose series; inconclusive = CPE inhibition mostly from about 3.7% at the one dose, without a potency; inactive = the rest, 99 in 100 with CPE inhibition below about 2.2%; also: strong numbers were not always called active
NTR1 ag cell count 20 µM: second read-out of NTR1 ag, no call of its own (marks repeat the call); cell count; measured here: cell count, cytotoxicity flag
Dengue-2 NS5 capping pilot replicate: recorded beside Dengue-2 NS5 capping, whose call it bears; inhibition, %; measured here: pilot screen replicate inhibition
An asterisk follows results filed as active; u = inconclusive; x = not tested or not shown; [ ] = remark or other dose. Outcome played no part in choosing rows; about 1.6% have a hit in one of these screens.

SMILES	K1F lysis inhibition	SIAH1 antagonists	Large T inhibition	RSV antiviral HEp-2	Rac1 GTP hydrolysis	AID2073	NTR1 ag	NTR1 ag cell count 20 µM	Dengue-2 NS5 capping	West Nile virus CPE	others
O=C(NCc1ccc2c(c1)OCO2)C1CCN(c2ccc(S(=O)(=O)N3CCCC3)cc2)CC1	3.8%	-8%	0%	1.0%	2%	12%	2.9	74	-4%	-0.8%
COc1ccc(NC(=O)CSc2nnc3c4c(nc(-c5ccccc5)n23)CC(C)(C)OC4)cc1	1.1%[50 µM]	-2%	-48%	4.8%	8%	24%	4.0	64	-6%	0.4%
CC1=C(C(=O)N2CCOCC2)C(c2ccsc2)C2=C(CCCC2=O)N1 (stereo not drawn)	-0.4%	-1%	5%	0.2%	5%	-8%	-1.2	68	1%	0.0%
CCC(C)(C)NC(=O)c1sccc1Oc1ccc(F)cc1[N+](=O)[O-]	-0.7%	1%	2%	3.5%	3%	-6%	2.1	50	x	-0.8%
N#CC1(c2ccccc2)CCN(S(=O)(=O)c2ccc(OC(F)(F)F)cc2)CC1	0.2%	0%	10%	16%	3%	7%	2.5	98	-7%	-0.1%
CCCc1ccc(OCCNC(C)=O)cc1	0.7%	x	6%	5.2%	3%	x	0.3	58	-4%	0.2%
c1ccc(Cn2c(-c3ccccc3)c[n+]3c2SCCC3)cc1	-0.8%	1%	8%	2.1%	5%	9%	0.0	52	1%	2.0%
CCOc1cccc(C=NNc2ccc(S(=O)(=O)Nc3ccccc3C(=O)O)cc2[N+](=O)[O-])c1O	-0.8%	x	x	x	0%	x	1.7	56	10%	x
O=C(NCc1ccco1)/C(=C\c1cccs1)NC(=O)c1ccccc1	-0.5%	-4%	10%	-0.6%	-2%	6%	-1.1	39	-10%	-0.1%
Cc1onc(-c2ccccc2)c1C(=O)NCc1cccnc1	0.6%	2%	0%	2.4%	9%	15%	0.4	29	3%	0.2%
Cc1ccc(CNC(=O)NC2CCCCC2)cc1	0.2%	-4%	1%	0.5%	7%	-6%	0.5	85	-3%	-0.7%
COc1ccc(CNC(=O)c2ccc3ccccc3n2)cc1	1.2%	8%	11%	1.2%	10%	0%	-0.3	48	1%	-0.5%
CC(=O)c1ccc(OCCOc2ccc(C#N)cc2)cc1	1.7%[50 µM]	7%	7%	17%	0%	-3%	0.5	60	-6%	-0.6%
Cc1ccccc1CSc1nncn1N	0.7%	1%	5%	0.3%	7%	-5%	-0.4	61	-2%	0.5%
CCOC(=O)c1sc(=NC(=O)c2cccc(Br)c2)n(C)c1C	0.1%	2%	14%	3.1%	9%	23%	5.3	59	-6%	-0.2%
O=C(NC1CCCC1)C(=O)c1c[nH]c2ccccc12	0.0%	-7%	19%	1.5%	8%	7%	-0.5	58	-2%	0.2%
CCN1C(=O)/C(=C\C=C\c2ccccc2[N+](=O)[O-])SC1=S	1.4%	-1%	25%	x	3%	-2%	9.2	89	-8%	-1.1%
O=C(NC(=S)NCCN1CCOCC1)c1ccc(Cl)cc1Cl	0.4%	-4%	1%	1.4%	9%	4%	-0.6	56	-7%	-0.4%
CC(C)c1ccc(C(=O)NCCCc2ccccc2)cc1	-0.3%	1%	0%	2.5%	-4%	0%	0.4	94	0%	-0.5%
O=C(c1ccc(S(=O)(=O)Nc2cccc(C(F)(F)F)c2)cc1)N1CCN(c2ccccc2O)CC1	-1.8%[50 µM]	x	7%	17%	5%	x	2.7	64	-6%	x
CC(C)CC(NC(=O)OC(C)(C)C)c1cn([C@@H](Cc2ccc(O)cc2)C(=O)N2CCN(C(=O)OC(C)(C)C)CC2)nn1 (stereo partly drawn)	1.3%	-2%	4%	-0.1%	6%	8%	1.4	104	-2%	-0.6%
COc1ccc(-c2cn(Cc3ccc(C(=O)NCc4ccc(C)cc4)cc3)c(C(C)N)n2)cc1 (stereo not drawn)	11%	x	52%	-1.2%	8%	x	3.1	57	-14%	x
COc1ccc(-c2cc(C(F)(F)F)n3nc(C(=O)Nc4c(C)n(C)n(-c5ccccc5)c4=O)cc3n2)cc1	1.2%	2%	-3%	x	6%	8%	x	x	-1%	-1.1%
CN1N=C(c2ccc(F)c(F)c2)CSC1=NCc1ccccc1	0.5%	-2%	5%	u	3%	-11%	3.6	51	-3%	-1.8%
CN(C)Cc1c(O)ccc2c(=O)c(-c3ccccc3Cl)c(C(F)(F)F)oc12	0.0%	3%	5%	2.1%	2%	30%	-1.3	52	5%	0.6%
SMILES	K1F lysis inhibition	SIAH1 antagonists	Large T inhibition	RSV antiviral HEp-2	Rac1 GTP hydrolysis	AID2073	NTR1 ag	NTR1 ag cell count 20 µM	Dengue-2 NS5 capping	West Nile virus CPE	others
CCOc1ccccc1NC(=S)N1CCN(c2cccc(C)c2C)CC1	0.3%	1%	5%	9.1%	13%	3%	2.0	61	-1%	-1.0%
COC(=O)c1cc(NS(=O)(=O)c2ccc(N3CCCCCC3)c([N+](=O)[O-])c2)cc(C(=O)OC)c1	4.0%	5%	16%	-1.4%	10%	18%	4.2	41	6%	-0.1%
COc1cc(OC)cc(C(=O)NCC(=O)NC(C)CCc2ccccc2)c1 (stereo not drawn)	-0.1%	2%	9%	1.4%	3%	15%	3.5	49	3%	-1.3%
CCCc1nc(NC2CCCCC2)c(C#N)c2c1COC(C)(C)C2	-0.1%	-2%	8%	11%	3%	7%	7.6	47	-6%	0.1%
O=C(Nc1cc(-c2nc3ncccc3o2)ccc1Cl)c1ccco1	-0.1%	8%	4%	3.1%	7%	-1%	2.0	65	0%	-0.3%
COc1ccc(/C=N/NC(=O)c2nc(Cl)c(Cl)c(N)c2Cl)cc1COc1ccc(F)cc1F	0.3%	-2%	2%	u	1%	35%	7.3	65	x	-0.1%
CSc1ccc(/C=N/n2c(C)nnc2C)cc1	-0.3%	-2%	1%	1.4%	-2%	2%	-0.8	39	-3%	-0.2%
O=S(=O)(O)c1cccc(N=Nc2c(O)ccc3ccccc23)c1	-0.3%	-4%	8%	-1.4%	14%	8%	0.1	56	2%	0.0%
Cc1ccc(Cl)cc1N1CCN(C(=O)c2ccc3c(c2)CCN3S(C)(=O)=O)CC1	0.0%	0%	5%	13%	3%	11%	1.5	54	8%	-1.1%
Cc1ccccc1Nc1nc(N)nc(CSc2nnc3sc4ccccc4n23)n1	0.0%	-2%	5%	2.0%	5%	-8%	0.7	55	-4%	1.6%	Dengue-2 NS5 capping pilot replicate=-3.3
O=S(=O)(c1ccc(Cl)cc1Cl)n1ccc2cccnc21	-0.6%	-8%	11%	1.4%	4%	-7%	-0.9	51	-4%	0.6%
Cc1cc(F)ccc1S(=O)(=O)NCC(c1cccnc1)N1CCc2ccccc21 (stereo not drawn)	-0.1%	3%	24%	-0.9%	15%	-2%	0.5	56	-6%	-0.6%
CCOC(=O)c1c(-c2ccc(C)o2)csc1N	1.1%	-4%	x	1.6%	0%	46%	1.7	44	-1%	0.3%
Cc1ccc(CSc2nnc3ccc(-c4ccncc4)nn23)cc1	-0.1%	4%	14%	1.7%	6%	10%	1.1	52	4%	-0.6%
Cc1nnc(SCc2ccon2)n1-c1ccccc1	0.2%	14%	3%	0.5%	0%	2%	-0.9	51	-6%	0.3%
COc1ccccc1NC(=O)CC(c1ccc(F)cc1)c1ccco1 (stereo not drawn)	-1.7%	13%	12%	x	4%	19%	0.0	64	2%	-0.3%
Cc1cc(CN(C)C(=O)c2ccc3nc(Cc4ccccc4F)oc3c2)on1	0.2%	-1%	12%	2.2%	3%	5%	1.8	54	3%	-0.6%
COc1ccc(-n2nnnc2SC(C)C(N)=O)cc1 (stereo not drawn)	0.7%	-3%	8%	0.7%	10%	-5%	0.0	60	-4%	0.2%
Cc1ccc2occ(/C=N/NC(=O)c3ccc(O)cc3)c(=O)c2c1	-0.1%	3%	-3%	3.6%	11%	13%	3.8	46	0%	-0.4%
CCCCNC(=O)c1onc(CSc2ccc(OC)cc2)c1C(=O)O	0.8%	1%	10%	3.9%	11%	-11%	0.1	96	0%	0.2%
O=C(Nc1ccccc1F)c1ccc(CSc2ncccn2)cc1	0.1%	2%	21%	1.5%	0%	0%	-0.8	93	-7%	0.6%
CN(C)S(=O)(=O)c1ccc(C(=O)Nc2nnc(SCc3cccc(F)c3)s2)cc1	0.2%	6%	4%	-0.5%	3%	-5%	1.6	49	-2%	-0.7%
Nc1cccc(-c2cc3ccccc3oc2=O)c1	-3.0%	0%	10%	2.2%	5%	10%	0.2	44	-1%	-0.1%
COC(=O)[C@H](C)NC(=O)NCc1ccc(F)cc1	0.3%	-1%	0%	1.4%	-4%	-3%	2.0	55	0%	0.3%
Cc1cc(C(=O)Nc2ccc(S(=O)(=O)N3CCOCC3)cc2)c(C)o1	x	12%	14%	x	x	29%	-0.1	50	x	-0.3%
SMILES	K1F lysis inhibition	SIAH1 antagonists	Large T inhibition	RSV antiviral HEp-2	Rac1 GTP hydrolysis	AID2073	NTR1 ag	NTR1 ag cell count 20 µM	Dengue-2 NS5 capping	West Nile virus CPE	others
CCOc1ccc(C(=O)CCC(=O)NNC(=O)c2ccccc2O)cc1	0.9%[50 µM]	x	5%	-2.0%	4%	x	1.9	54	-1%	x
COc1cccc(NS(=O)(=O)c2c(C)n(C)c(=O)n(C)c2=O)c1	-1.9%	-2%	0%	2.9%	0%	-1%	-0.2	101	-4%	-0.1%
COCCn1c(NCc2ccc(C)cc2)nc2c1c(=O)[nH]c(=O)n2C	0.1%	24%	-1%	1.9%	14%	8%	0.3	51	-2%	0.0%
O=C(C[n+]1cc(-c2ccccc2)n2c1CCC2)c1cccs1	0.3%	6%	7%	4.2%	4%	4%	-1.2	30	-2%	u
CCc1ccccc1NC(=O)CSc1nnc(CNC(=O)c2ccco2)n1C	0.0%	4%	2%	1.9%	2%	2%	-1.9	38	-2%	-0.3%
COc1ccccc1NC(=O)CCC(=O)N1CC(C)Oc2ccc(C)cc21 (stereo not drawn)	3.2%	1%	-5%	2.0%	14%	-4%	1.8	49	-1%	-0.7%
Cc1cc(C)cc(OCC(=O)NCc2cc(C)nc3ccccc23)c1	-0.1%	0%	4%	14%	5%	3%	-1.2	86	-2%	-0.7%
COc1cccc(OC)c1OCC(=O)Nc1ccc(S(=O)(=O)N2CCCC2)cc1	0.5%[50 µM]	x	x	x	3%	x	-0.3	61	0%	x
CC1Cc2ccccc2N1C(=O)COC(=O)c1cc(Br)ccc1O (stereo not drawn)	0.7%[50 µM]	x	-1%	3.3%	8%	x	3.7	89	-4%	x
